Assay outcomes deposited in PubChem BioAssay by several laboratories.
M1AAP inhibition – P. falciparum M1AAP inhibitors, biochemical, fluorogenic H-Leu-NHMec substrate, 1536-well (AID 1445); recombinant M1AAP, H-Leu-NHMec fluorogenic kinetic assay; higher % means a stronger effect; one-dose inhibition, % at 30 µM; IC50 in µM for titrated hits; 220,000 tested, 0.42% active;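 active = primary inhibition above the hit cutoff, then over 50% inhibition at one or more dose response concentrations, cut at about 23% in these data, passing the limit was not always enough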;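 also: plate controls were DMSO full reaction for no effect and no enzyme background for full effect; strong numbers were not always called active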
TNAP activators – stimulation of alkaline phosphatase TNAP activity – biochemical, luminescent, no phosphate acceptor, uHTS, primary screen (AID 1001); 200,000 tested, 0.03% active; activation fold at 20 µM, or EC50 in µM where a hit was titrated; purified TNAP, luminescent activation assay, no phosphate acceptor; higher activation fold means a stronger effect; in the data active = activation fold from about 3, or a potency from the dose series; inactive = the rest, 99 in 100 with activation fold below about 1.6; also: many of its hits are not listed in these tables
CSM14.1 death rescue – rescue of cells from ER stress-induced death, primary screen, 384-well, CSM14.1, thapsigargin, ATP luminescence (AID 1222); CSM14.1 thapsigargin-induced death rescue, ATP luminescence; higher % means a stronger effect; cellular ATP content (survival), % at 20 µM; hits with a dose series show EC50 in µM; 190,000 tested, under 10 active;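 active = EC50 below 50 µM in the dose-response confirmation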;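 also: death triggered by thapsigargin at about 15 µM added after 2 h compound pretreatment; cell ATP read after overnight thapsigargin exposure of roughly 18 to 22 hours; normalized against plate controls of thapsigargin alone and 5% DMSO vehicle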
Lipid droplet – modulators of hepatic lipid droplet formation; 240,000 tested, 0.4% active; inhibition, % at 6.5 µM; AML12 mouse hepatocytes, oleate lipid droplets, BODIPY imaging;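 active = lipid droplet intensity inhibited by at least 50%, with more than 500 cells counted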
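Test system: AML12 hepatocytes (mouse); reagent: oleate loading, 100 µM; dosing: one dose, 6.5 µM compound; incubation: overnight exposure; signal: fluorescence imaging, 20x objective, two fields per well; read-out basis: % inhibition of corrected integrated BODIPY droplet signal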
UTI89 phage lysis – inhibition of K1F phage lysis, E. coli UTI89, bacterial capsule biogenesis inhibitors, alamar blue (AID 488966); E. coli UTI89 K1F phage lysis, alamar blue, 2 h; higher % means a stronger effect; 340,000 tested, 0.02% active; inhibition, % at 100 µM; hits with a dose series show IC50 in µM;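 active = phage lysis inhibition, versus mean bacterial control, above a set limit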;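 also: capsule biogenesis inhibitors block K1F phage lysis so surviving cells raise fluorescence; higher fluorescence means more inhibition of phage lysis; actives were called in the ten point dose series up to 300 µM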
Myeloid diff MLP – compounds promoting myeloid differentiation; ER-HoxA9 myeloid progenitors, lysozyme-GFP differentiation, flow cytometry; calls only at 10 µM; 360,000 tested, 1% active; AID 624256;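 active = normalized GFP-positive differentiation at or above the plate's own cutoff, the solvent-only control mean plus 3 SD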;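 also: cells exposed to compound for four days before flow analysis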
PMI inhibitors – MPI enzyme activity inhibition – biochemical, fluorescence intensity, coupled assay, primary screen (AID 1209). 190,000 tested, 0.42% active. inhibition, % at 20 µM; hits with a dose series show IC50 in µM. purified PMI enzyme, coupled fluorescence intensity; higher % means a stronger effect;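 also: plate controls were DMSO vehicle for no effect and wells lacking substrate for full effect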
human PMI inhibitors – MPI inhibition at elevated mannose 6-phosphate – biochemical, fluorescence intensity, high mannose 6-phosphate, primary screen (AID 1220) | 190,000 tested, 0.66% active | recombinant PMI enzyme, coupled fluorescence intensity; higher % means a stronger effect | inhibition, % at 20 µM, or IC50 in µM where a hit was titrated
WT yeast gro inh – growth inhibition of WT yeast, mitochondrial fusion screen | mitochondrial fusion phenotypic screen, WT strain | inhibition, % at 10 µM | 190,000 tested, 2.1% active; in the data active = inhibition above about 58%; tested in S. cerevisiae
WT yeast gro inh mutant strain – second read-out of WT yeast gro inh, no call of its own (marks repeat the call); inhibition, %; mitochondrial fusion phenotypic screen, mutant strain inhibition
Lipid droplet cells 6.5 µM – recorded beside Lipid droplet, whose call it bears; cell count; measured here: cell count, cytotoxicity flag;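 cells counted across two imaged fields per well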
Myeloid diff MLP GFP+ MAC1+ % – also measured in Myeloid diff MLP; calls as there; GFP+ MAC1+ double positive, %; measured here: differentiation confirmed by MAC1 staining
The depositor's hits bear a star; i = inactive; . = not tested or not shown; [ ] = remark or other dose. Rule as the data show it, unless noted: active = inhibition above about 50%; inactive = the rest.

SMILES	M1AAP inhibition	TNAP activators	CSM14.1 death rescue	Lipid droplet	Lipid droplet cells 6.5 µM	UTI89 phage lysis	Myeloid diff MLP	Myeloid diff MLP GFP+ MAC1+ %	PMI inhibitors	human PMI inhibitors	WT yeast gro inh	WT yeast gro inh mutant strain
O=C(O)c1ccccc1C(=O)NCC(O)c1ccccc1 (stereo unspecified)	7%	.	.	8	772	-0.4%	i	0.6	.	.	.	.
COc1cccc(Nc2nc(N)c([N+](=O)[O-])c(NCc3ccccc3)n2)c1	1%	.	.	21	725	0.5%	i	1.1	.	.	.	.
CCC1(C)Cc2c(sc3c2c2ncnn2c2nnc(SCC(=O)NCc4ccco4)n32)CO1 (stereo unspecified)	2%	1.1	0.8%	.	.	0.1%	i	0.6	-1%	5%	8	-1
O=S(=O)(c1ccc(-c2ccccc2)cc1)N1CCCC1	-7%	1.1	-1.7%	7	650	0.4%	i	0.0	-11%	1%	-10	-15
CSc1nc(N2CCN(c3ccccc3Cl)CC2)c2ccccc2n1	1%	1	-1.1%	-22	653	-0.1%	i	0.2	25%	16%	63*	39*
CCOC(=O)c1nnn(CC(=O)Nc2cc(Cl)ccc2C)c1C(=O)OCC	5%	1	-2.6%	-10	737	-2.4%	i	0.5	4%	0%	-4	-7
O=S(=O)(Cc1ccccc1)N1CCn2c(nc3ccccc32)C1	8%	1.1	1.7%	.	.	0.4%	i	2.3	-2%	0%	7	5
Cc1[nH]n(-c2ccc([N+](=O)[O-])cc2)c(=O)c1C=NCCN1CCN(C(=O)C(C)C)CC1	8%	0.9	-2.0%	0	735	0.2%	i	0.1	-5%	-4%	63*	53*
CCCCOc1ccc(-c2nnc(-c3ccco3)o2)cc1	12%	1.1	-0.6%	.	.	0.9%	i	0.7	4%	8%	14	15
COc1ccc(Br)cc1CN1CCN(C(=O)c2cccc(OC)c2OC)CC1	-3%	1.1	-3.2%	-11	752	-0.2%	i	1.2	5%	-1%	7	4
CCCN(CCC)CCCNS(=O)(=O)c1cc(Br)cc2c1N(C(C)=O)CC2	2%	1	-0.7%	.	.	0.6%	i	0.6	7%	12%	8	10
CC[C@H](C)[C@H](NS(=O)(=O)c1ccc(C)cc1)C(=O)N1CCC(C(=O)N[C@@H](C)C(=O)O)CC1	14%	1	0.8%	.	.	2.2%	i	1.7	2%	10%	40	-13
Cc1ccc(-n2c(=O)[nH]cc(C(=O)Nc3ccc4c(c3)OCO4)c2=O)cc1C	.	1.1	-2.2%	21	685	0.1%	i	1.8	-1%	5%	23	8
CCCC(=O)Nc1ccc(N2CCN(S(C)(=O)=O)CC2)cc1	2%	1.1	-2.1%	0	579	0.3%[50 µM]	i	1.7	46%	12%	-6	-48
C#Cc1ccc([C@@H]2C=C(C(=O)O)O[C@H](OCCCCO)C2)cc1	14%	1.1	-1.1%	6	737	-0.1%	i	0.6	-1%	16%	3	-4
Cc1ccc(CNC(=O)c2ccccc2N)cc1	6%	1.1	-3.2%	.	.	0.8%	i	8.5	11%	8%	19	-42
CCCOc1ccc(-c2cn3ccccc3n2)cc1	1%	1.1	.	-17	693	0.2%	i	0.6	-21%	-19%	41	40
Cc1cc(C)nc(SCC(=O)N/N=C\C(Br)=C\c2ccccc2)n1	4%	1	-0.2%	-4	577	-0.1%	i	1.4	13%	2%	1	-14
CCOC(=O)C1=C(N)c2ccccc2CC1C1CCCC1 (stereo unspecified)	5%	.	.	-8	715	-1.2%[50 µM]	i	0.3	.	.	.	.
O=C(COc1ccc(Br)cc1)NCCO	3%	1.1	0.1%	23	722	8.2%	i	0.2	2%	9%	6	-12
O=C(O)/C=C/c1cccnc1	-3%	.	.	-7	730	0.1%	i	0.1	.	.	.	.
O=C(CSc1nnc(C2COc3ccccc3O2)o1)N1CCOCC1 (stereo unspecified)	7%	1.2	2.6%	.	.	-0.2%	i	0.9	-18%	-4%	-4	-11
CNC(=S)Nc1ccc(OC)c(OC)c1	7%	1.2	-0.9%	-6	593	1.7%	i	0.5	7%	8%	-8	0
NC(=O)c1ccc(SCC(=O)NC2CCCCC2)c([N+](=O)[O-])c1	14%	1.1	-0.5%	3	667	0.2%	.	.	-6%	-1%	-14	4
Cc1cc(C)c(NC2=CC(=O)CC(C)(C)C2)c(C#N)c1	1%	1.1	-0.3%	.	.	3.3%	i	12	-24%	-14%	-4	6

Complete entries, looked up by structure. Screens in order: M1AAP inhibition	TNAP activators	CSM14.1 death rescue	Lipid droplet	Lipid droplet cells 6.5 µM	UTI89 phage lysis	Myeloid diff MLP	Myeloid diff MLP GFP+ MAC1+ %	PMI inhibitors	human PMI inhibitors	WT yeast gro inh	WT yeast gro inh mutant strain
CNC(=S)Nc1ccc(OC)c(OC)c1 reads 7%	1.2	-0.9%	-6	593	1.7%	i	0.5	7%	8%	-8	0
CCCC(=O)Nc1ccc(N2CCN(S(C)(=O)=O)CC2)cc1 reads 2%	1.1	-2.1%	0	579	0.3%[50 µM]	i	1.7	46%	12%	-6	-48
CCCN(CCC)CCCNS(=O)(=O)c1cc(Br)cc2c1N(C(C)=O)CC2 reads 2%	1	-0.7%	.	.	0.6%	i	0.6	7%	12%	8	10
Cc1cc(C)nc(SCC(=O)N/N=C\C(Br)=C\c2ccccc2)n1 reads 4%	1	-0.2%	-4	577	-0.1%	i	1.4	13%	2%	1	-14
O=C(CSc1nnc(C2COc3ccccc3O2)o1)N1CCOCC1 (stereo unspecified) reads 7%	1.2	2.6%	.	.	-0.2%	i	0.9	-18%	-4%	-4	-11

Continuation.
SMILES	M1AAP inhibition	TNAP activators	CSM14.1 death rescue	Lipid droplet	Lipid droplet cells 6.5 µM	UTI89 phage lysis	Myeloid diff MLP	Myeloid diff MLP GFP+ MAC1+ %	PMI inhibitors	human PMI inhibitors	WT yeast gro inh	WT yeast gro inh mutant strain
CCOC(=O)c1c(C)n(-c2ccccc2)c2ccc(O)c(CN(C)C)c12	12%	1	-6.1%	7	683	2.4%	i	0.7	5%	7%	21	22
N#CC(C#N)=C1C=C2C=C(N3CCCCC3)CCC2CC1 (stereo unspecified)	14%	1.1	4.9%	-13	676	.	.	.	32%	59%*	1	-8
Cn1nnnc1SCC(=O)Nc1nc(-c2ccccc2)c(-c2ccccc2)o1	3%	1.1	-2.7%	2	706	-0.2%	i	0.9	10%	8%	-17	15
Cn1c(SCC(=O)N2CCCC2)nnc1-c1cnccn1	-2%	1	2.1%	3	694	0.1%	i	0.3	16%	12%	-7	-6
Cc1nnc(SCc2cccc3ccccc23)s1	6%	.	.	4	705	5.1%	i	0.5	.	.	.	.
Cc1ccc(C)c(N2CCN(C(=O)Cc3cn(C)c4ccccc34)CC2)c1	-7%	1.1	1.0%	.	.	0.8%	i	2.2	13%	10%	63*	3.2*
COc1ccc(C(CNC(=O)c2ccc(-n3cnnn3)cc2)N2CCOCC2)cc1 (stereo unspecified)	2%	1	2.3%	.	.	0.5%	i	1.4	-10%	-6%	16	9
O=C(Nc1ccccc1)Oc1ccccc1N1CCOCC1	3%	.	.	2	761	-0.5%	i	0.4	.	.	.	.
COC(=O)c1cc(OC)c(OC)c(OC)c1N	4%	1.1	-0.4%	10	753	0.1%	i	0.6	16%	7%	14	19
COc1ccc(C(=O)O)cc1S(=O)(=O)N(C)CCc1ccccn1	5%	.	.	25	755	0.2%	i	0.8	.	.	.	.
O=C(Cn1cnc2ccccc21)N/N=C/c1cccc([N+](=O)[O-])c1	9%	1	0.3%	1	683	3.5%	i	0.8	0%	8%	1	2
Cc1ccc(CCNC(=O)C2CC(c3ccccc3[N+](=O)[O-])=NO2)cc1 (stereo unspecified)	1%	1.1	0.0%	.	.	0.9%	i	1.7	15%	9%	13	-1
Cn1cc(CNCc2ccc(-n3cccn3)cc2)c(-c2ccccc2F)n1	-7%	1.1	-0.9%	2	640	-0.5%	i	0.4	4%	1%	6	-6
Cc1cccc(C)c1NC(=O)C1(C)c2cccc[n+]2CC(=O)N1Cc1cccs1 (stereo unspecified)	6%	1.1	-0.7%	3	703	0.0%	i	0.7	-20%	-101%	-8	1
CCOc1ccc(-c2ncncc2-c2ccc(OC)cc2)c(O)c1	6%	1.1	-2.0%	.	.	0.2%	i	0.4	-2%	2%	0	1
C=CCNC(=S)N1CCC(C(=O)c2ccc(OC)cc2)CC1	8%	1.1	-2.3%	.	.	0.1%	i	4.2	6%	3%	9	-16
Cc1cc(-c2sccc2Br)nc(-n2cccc2)n1	0%	1.1	-2.1%	4	725	0.3%	i	1.3	-49%	-34%	69*	52*
COc1ccccc1C(=O)Nc1cccc(SC)c1	-2%	1	-5.2%	-13	723	-0.3%	i	0.3	10%	4%	4	4
CC(C)CN1CCN(Cc2ccc(Oc3ncccn3)cc2)CC1CCO (stereo unspecified)	0%	.	.	1	704	0.1%	i	0.3	.	.	.	.
O=C(COc1cc(Cl)ccc1Cl)Nc1nnc(CC(=O)N2CCOCC2)s1	0%	1.1	-1.1%	0	658	1.0%	i	1.8	9%	3%	6	1
CCn1c(SCC(=O)N2CCN(c3ccc(F)cc3)CC2)nnc1-c1ccncc1	13%	1.1	2.3%	.	.	-2.4%	i	8.2	8%	12%	-14	-5
CNC(=S)N/N=C/c1cn(CCOc2ccc(OC)cc2)c2ccccc12	3%	1.3	-2.8%	-9	617	-6.0%	i	0.2	2%	-3%	-6	-5

In the list so far, these contain a nitro group on carbon.
SMILES	M1AAP inhibition	TNAP activators	CSM14.1 death rescue	Lipid droplet	Lipid droplet cells 6.5 µM	UTI89 phage lysis	Myeloid diff MLP	Myeloid diff MLP GFP+ MAC1+ %	PMI inhibitors	human PMI inhibitors	WT yeast gro inh	WT yeast gro inh mutant strain
COc1cccc(Nc2nc(N)c([N+](=O)[O-])c(NCc3ccccc3)n2)c1	1%	.	.	21	725	0.5%	i	1.1	.	.	.	.
Cc1[nH]n(-c2ccc([N+](=O)[O-])cc2)c(=O)c1C=NCCN1CCN(C(=O)C(C)C)CC1	8%	0.9	-2.0%	0	735	0.2%	i	0.1	-5%	-4%	63*	53*
NC(=O)c1ccc(SCC(=O)NC2CCCCC2)c([N+](=O)[O-])c1	14%	1.1	-0.5%	3	667	0.2%	.	.	-6%	-1%	-14	4
O=C(Cn1cnc2ccccc21)N/N=C/c1cccc([N+](=O)[O-])c1	9%	1	0.3%	1	683	3.5%	i	0.8	0%	8%	1	2
Cc1ccc(CCNC(=O)C2CC(c3ccccc3[N+](=O)[O-])=NO2)cc1 (stereo unspecified)	1%	1.1	0.0%	.	.	0.9%	i	1.7	15%	9%	13	-1
